Source: PubChem (National Center for Advancing Translational Sciences (NCATS))
Lipid storage S3: qHTS Assay for Lipid Storage Modulators in Drosophila S3 Cells; Drosophila S3 cells, BODIPY lipid droplet fluorescence, 18-24 h; cells fed with added oleic acid; Potency in µM for hits, for the others lipid storage change, negative = inhibition, % at the top dose, mostly 46.1 µM; 0.64% of 320,000 active; AID 2685, 2010; active = well fitted inhibition curve with a large enough effect in the signal ratio, with a control signal flat, not every such curve was filed as active; inconclusive = small, poorly fitted or top-dose-only effect, or effect the other way, or a change in a side signal; the % refers to the signal ratio
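Drosophila S3 cells loaded with oleic acid (400 uM, as added) and compounds at several concentrations; lipid droplets imaged by 488-nm laser-scanning cytometry, 500–530 nm intensity and object ratio to cell channel. Percent activity normalized to 20 uM Triacsin C.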
Lipid storage S3 cell count max: second read-out of Lipid storage S3, no call of its own (marks repeat the call); cell number change, %; measured here: cell count max response;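 cells counted by Cell Tracker Red CMTPX staining in the red channel; peak over a dose series mostly up to 46.1 µM; percent activity relative to internal control wells on each plate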
An asterisk follows results filed as active; i = inactive; ? = inconclusive; . = no result given; & = joins results of further samples. % is scaled to controls: 0 for no effect and ±100 for the full control effect; potency is read from the fitted curve at half-maximal effect.

SMILES	Lipid storage S3	Lipid storage S3 cell count max
CCCCn1c(O)c(C=NCCCN(CC)CC)c(=O)[nH]c1=O	-7%	3
CCC(C)N1CCN(C(=O)COc2ccc3ccccc3c2)CC1 (stereo not given)	i	-10
O=C(CN1CCCCC1)c1cccc(Br)c1	0%	-18
CCCOc1ccccc1NP(=O)(Oc1ccccc1)Oc1ccccc1	-2%	13
COc1ccc(CNCCc2ccccc2F)c(OC)c1C	?	.
Cc1cc(C(=O)NP(=O)(N2CCOCC2)N2CCOCC2)c(C)n1C1CC1	?	.
Cc1nn(Cc2ccccc2Cl)c(Cl)c1C(=O)OC(C(=O)NC(N)=O)C(C)C (stereo not given)	-23%	8
Cc1cc(C=C2C(=O)N(C)C(=S)N(C)C2=O)c(C)n1C1CCCC1	?	.
COc1ccc(F)cc1C(=O)C1CCCN(Cc2ccc(O)cc2)C1 (stereo not given)	?	.
COP(=O)(OC)C(NS(=O)(=O)c1ccccc1)C(Cl)(Cl)Cl (stereo not given)	-16%	4
CCN(CC)C(=O)c1ccc(NC(=O)c2cn(-c3ccccc3)nc2-c2ccc(OC)cc2)cc1	2.3µM*	-6.1*
CC1=NN(Cc2c[nH]c3ccccc23)C(C)(C)C1	?	.
CCOP(=O)(OCC)c1cc(CC)ccc1O	-8%	1
Cc1nc2c(c(=O)[nH]1)C(c1ccc([N+](=O)[O-])cc1)c1c(c3ccccc3oc1=O)O2 (stereo not given)	2%	8
O=C(C1c2ccccc2C(=O)N2CCc3ccccc3C12)N1CCC2(CC1)OCCO2 (stereo not given)	?	.
O=C(CCn1c(=O)oc2ccc(Cl)cc21)N1CCN(Cc2ccccc2)CC1	?	.
Cc1cccc(N2C(=O)NC(=O)/C(=C\c3cc(C)n(-c4sc5c(c4C#N)CCCC5)c3C)C2=O)c1C	-14%	-11
CCOC(=O)C1=C(N)OC2=C(C(=O)CCC2)[C@]12C(=O)N(CC(N)=O)c1ccccc12	-9%	1
CCN1CCN(c2nc3ccccc3s2)CC1	-6%	-4
CC1=CC(=C2C(=O)NC(=S)NC2=O)C=C(C(F)(F)F)N1Cc1ccccc1	-6%	-19

Shown with values under each structure: six of the compounds above.
The line under a structure holds: Lipid storage S3 | Lipid storage S3 cell count max
- O=C(CCn1c(=O)oc2ccc(Cl)cc21)N1CCN(Cc2ccccc2)CC1
 : ? | .
- CCOP(=O)(OCC)c1cc(CC)ccc1O
 : -8% | 1
- O=C(CN1CCCCC1)c1cccc(Br)c1
 : 0% | -18
- COc1ccc(F)cc1C(=O)C1CCCN(Cc2ccc(O)cc2)C1 (stereo not given)
 : ? | .
- Cc1cc(C=C2C(=O)N(C)C(=S)N(C)C2=O)c(C)n1C1CCCC1
 : ? | .
- Cc1nc2c(c(=O)[nH]1)C(c1ccc([N+](=O)[O-])cc1)c1c(c3ccccc3oc1=O)O2 (stereo not given)
 : 2% | 8

Back to the main list, repeating the 6 entries before the break.
SMILES	Lipid storage S3	Lipid storage S3 cell count max
O=C(C1c2ccccc2C(=O)N2CCc3ccccc3C12)N1CCC2(CC1)OCCO2 (stereo not given)	?	.
O=C(CCn1c(=O)oc2ccc(Cl)cc21)N1CCN(Cc2ccccc2)CC1	?	.
Cc1cccc(N2C(=O)NC(=O)/C(=C\c3cc(C)n(-c4sc5c(c4C#N)CCCC5)c3C)C2=O)c1C	-14%	-11
CCOC(=O)C1=C(N)OC2=C(C(=O)CCC2)[C@]12C(=O)N(CC(N)=O)c1ccccc12	-9%	1
CCN1CCN(c2nc3ccccc3s2)CC1	-6%	-4
CC1=CC(=C2C(=O)NC(=S)NC2=O)C=C(C(F)(F)F)N1Cc1ccccc1	-6%	-19
O=C(Nc1ccccc1)OC1CN=C(N[N+](=O)[O-])NC1 (stereo not given)	?	.
COC(=O)C1=C(c2ccc(F)cc2F)C[C@@H]2CC[C@H]1N2C(=O)NC1CCCCC1	5%	-22
CNc1cc(N2CCN(C)CC2)ccc1[N+](=O)[O-]	7%	10
CCOC(=O)c1[nH]ncc1CN1CCCC(C(=O)c2cccc(Cl)c2)C1 (stereo not given)	6%	18
COc1ccc(CCn2c(O)c(/C=N/NC(=O)c3ccncc3)c(=O)[nH]c2=O)cc1OC	?	.
CC(=O)N1N=C2C3CCN(CC3)C2C1c1ccccc1 (stereo not given)	-9%	2
Cc1nc2c(c(=O)[nH]1)C(c1ccccc1Cl)c1c(c3ccccc3oc1=O)O2 (stereo not given)	10%	.
CC[n+]1c(SC)ccc2cc(OC)ccc21	?	.
CCn1nc(-c2cccs2)nc2c(=O)n(C)c(=O)nc1-2	?	.
CCCOC(=O)c1ccccc1C(=O)OCCC	?	.
CN1CCC2(CC1)CC(NC=O)c1ccccc1O2 (stereo not given)	-7%	3
OC(c1ccc(F)cc1)(c1ccc(F)cc1)[C@@H]1CCCN1	-2%	-1
CN(C)P(=NC(=S)c1cccn1C)(N(C)C)N(C)C	?	.
O=C1NC(=S)NC(=O)C1C/C=C/c1ccccc1	?	.
COCCN1C(=O)NC(=O)/C(=C\c2ccc(Br)cc2)C1=O	?	.
CCc1ccccc1N1C(=O)CC(=O)NC1=O	?	.
COc1ccc2c(C)c(CC(=O)N3C[C@H]4C[C@@H](C3)c3cccc(=O)n3C4)c(=O)oc2c1C	?	.
CC(C)C(=O)N(Cc1ccccc1)S(=O)(=O)c1ccc2c(c1)oc(=O)n2C	?	.
CCc1cc2c(N3CCN(C)CC3)ncnc2s1	-5%	-18
Cn1c(CN2CCN(C(=O)COc3ccccc3)CC2)nc2cc([N+](=O)[O-])ccc21	?	.
CSc1ccccc1C(=O)C1CCCN(Cc2ccncc2)C1 (stereo not given)	0%	4
OC1(c2ccccc2)CCNC2CCCCC21 (stereo not given)	0%	24
Cc1ccc(CC2C(=O)N(C)C(=O)N(C)C2=O)s1	?	.
CCN(CC)C(=O)c1ccc(N(Cc2ccccc2)S(C)(=O)=O)cc1	?	.
CCN1CCc2ccccc2C1	-15%	-5
O=C(Cn1c(=O)n(CC2CS2)c2ccccc21)N1CCCCCC1 (stereo not given)	1%	9
O=C(N/N=C/c1c(O)n(CCC2=CCCCC2)c(=S)[nH]c1=O)c1ccccc1	-17%	6
CN1C(=O)CN=C(c2ccc(Cl)cc2)c2cc(Cl)ccc21	14%	-17
O=C(COc1ccccc1)N1CCN(CC2CC3C=CC2C3)CC1 (stereo not given)	-2%	6
COc1ccc(-c2nn(Cc3ccccc3)cc2C(=O)NC2CC2)cc1OC	?	.
C=CCn1c(O)c(C(=O)CCCCCC)c(=O)[nH]c1=O	0%	-18
O=c1c2ccc(Cl)cc2[nH]c(=S)n1-c1cccnc1	12%	8
CC(=O)O[C@@]12CO[C@@H]1C[C@@H](O)[C@@]1(C)C(=O)[C@H](O)C3=C(C)[C@@H](OC(=O)[C@H](O)[C@@H](NC(=O)c4ccccc4)c4ccccc4)C[C@@](O)([C@@H](OC(=O)c4ccccc4)C12)C3(C)C (stereo not given in full)	-12%	5
Cc1ccc(C)c(NP(=O)(Oc2ccccc2)Oc2ccccc2)c1	?	.
CCN(CC)c1ccc(/C=C2\C(=O)NC(=O)N(CC3CCCO3)C2=O)cc1 (stereo not given)	3%	-1
CN(C)C1(CNC(=O)c2ccc(Cl)c(S(=O)(=O)NCc3ccco3)c2)CCCCC1	?	.
Cc1ccc(Cn2ccccc2=N)cc1	-1%	2
CC12CN3C(O)C(C)(C1)CC(C)(C2)C3O (stereo not given)	7%	4
Cc1nc2cc(C(=O)N3CCC4(CC3)OCCO4)ccc2n1-c1ccc(Br)cc1	8%	.
FC(F)=C(F)CCSc1ncn[nH]1	-25%	-33
Cc1c(C(=O)c2ccccc2)c2ccccc2n1C	10%	24
C=CCn1c(O)c(/C(C)=N/NC(=S)Nc2ccccc2)c(=O)[nH]c1=O	23%	7
Cc1ccc2c(c1)C1CN(C)CCC1N2C(=O)c1cccs1 (stereo not given)	2%	-6
COc1ccccc1N=Nc1c(O)[nH]c(=S)[nH]c1=O	-7%	-6
C[C@]12C=CC(=O)C=C1C=C[C@@H]1C2CC[C@]2(C)C(=O)CCC12 (stereo not given in full)	?	.
CC(NS(=O)(=O)c1ccc2c(c1)oc(=O)n2C)c1ccccc1 (stereo not given)	?	.
O=C1NC(=O)N(Cc2ccc(F)cc2)C(=O)/C1=C\c1ccc([N+](=O)[O-])s1	?	.
CCC(=O)N1N=C2C3CCN(CC3)C2C1c1ccccc1 (stereo not given)	2%	-10
Cc1ccc(CN2C3CCCC2CC(NC(=S)NCc2ccccc2)C3)cc1 (stereo not given)	0%	-7
C=CCN1CC[C@@]2(C)c3cc(O)ccc3CC1[C@@H]2C	-6%	-12
O=C(CN1C(=O)CCSc2ccccc21)N1CCC2(CC1)OCCO2	?	.
CN(CC1COc2ccccc2O1)c1nc(-c2cccnc2)nc2ccccc12 (stereo not given)	?	.
CCOP(=O)(C#CC(C)(C)C)C1(O)CCCCC1 (stereo not given)	1%	4
O=C1OCCC1NC1=NCCC1 (stereo not given)	?	.
O=C1NC(=O)N(Cc2cccs2)C(=O)/C1=C/c1ccc(N2CCOCC2)cc1	-3%	-4
CC(C)N1CCN(Cc2cc3c(cc2Cl)OCO3)CC1CCO (stereo not given)	-14%	3
CCCCCn1c(=O)c(C(=O)NCc2ccco2)c(O)c2ccccc21	18%	1
CNC(=O)Nc1ccc(C(=O)N/N=C\C23CC[C@@H](O)CC2(O)CC[C@@H]2[C@@H]3CCC3(C)C(C4=CC(=O)OC4)CCC23O)cc1 (stereo not given in full)	8%	-10
NC1=Nc2ccccc2Oc2ccccc21	-8%	-24
COc1ccc(-c2cc(=NCC(=O)O)c3ccccc3o2)cc1	0%	-10

The listing continues:
SMILES	Lipid storage S3	Lipid storage S3 cell count max
O=C1CCN(C(=O)CNC(=O)Cc2ccccc2)CC1	?	.
O=C(Cn1cnc2sc3c(c2c1=O)CCCC3)NCCC(=O)N1CCC2(CC1)OCCO2	-4%	11
COC(=O)C(O)(c1ccc(NC(=O)c2ccccc2)cc1)C(F)(F)F (stereo not given)	27%	3
CCCCCn1c(=O)c(C(=O)NCc2ccccc2)c(O)c2ccccc21	?	.
O=c1[nH]c(=O)n(CC2CCCO2)c(O)c1/C=C1\C=Nc2ccccc21 (stereo not given)	?	-4
CCOP(=O)(Cc1cc(C#N)oc1C)OCC	0%	-16
COC(=O)C1=C(c2ccc3ccccc3c2)C[C@@H]2CC[C@H]1N2C(=O)NC1Cc2ccccc2C1	12%	-11
C#C[C@@]1(O)CCC2C3CCC4=C/C(=N/OCC(=O)NC(C(=O)O)C(C)O)CC[C@]4(C)C3CC[C@@]21C (stereo not given in full)	-7%	-4
CCC(CC)N1CCN(Cc2nc3ccccc3c(=O)n2-c2ccc(F)cc2)CC1	-4%	12
C[N+]1(C)CCc2cc3c(cc2[C@H]1[C@@H]1OC(=O)c2c1ccc1c2OCO1)OCO3	18%&-3%	15&14
O=S(=O)(F)c1ccc2nc(-c3cccc(Sc4ccccc4)c3)cc(Cl)c2c1	-2%	4
COc1cc(C(C)=O)ccc1OC(=O)N(C)c1ccccc1	-26%	-19
NC1=C(Br)C(=O)c2ccccc2C1=O	?	.
C=COCCn1c(C)c(C(=O)OCC)c2cc(O)ccc21	?	.
Cc1cc(C)c2c(c1)-c1cc(C)nn1C(c1cccnc1)N2 (stereo not given)	10%	0

One compound at a time, as listed above. Values in the order: Lipid storage S3	Lipid storage S3 cell count max
Listed for NC1=C(Br)C(=O)c2ccccc2C1=O : ?	.
Listed for CCC(CC)N1CCN(Cc2nc3ccccc3c(=O)n2-c2ccc(F)cc2)CC1 : -4%	12
Listed for O=C1CCN(C(=O)CNC(=O)Cc2ccccc2)CC1 : ?	.
Listed for CCOP(=O)(Cc1cc(C#N)oc1C)OCC : 0%	-16

Only part of the results is shown, so the mix of outcomes need not match the whole.
